Bioassay records: PubChem BioAssay, The Scripps Research Institute Molecular Screening Center
IDE cell inh – inhibitors of human insulin-degrading enzyme in cells; P14735; HEK cells, FAbetaB cleavage, fluorescence polarization; inhibition, % at 5.59 µM; 0.41% of 320,000 active; AID 434962;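 active = percent inhibition above the average of all tested compounds plus 3 SD, set per screening campaign, cut at about 16% in these data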;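 note: IDE supplied by intact live HEK cells; FP after avidin binding of uncleaved biotin substrate so inhibition keeps polarization high; 0% = DMSO wells and 100% = 60 µM reference IDE inhibitor Ii1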
Target sequence (P14735 whole entry, looked up): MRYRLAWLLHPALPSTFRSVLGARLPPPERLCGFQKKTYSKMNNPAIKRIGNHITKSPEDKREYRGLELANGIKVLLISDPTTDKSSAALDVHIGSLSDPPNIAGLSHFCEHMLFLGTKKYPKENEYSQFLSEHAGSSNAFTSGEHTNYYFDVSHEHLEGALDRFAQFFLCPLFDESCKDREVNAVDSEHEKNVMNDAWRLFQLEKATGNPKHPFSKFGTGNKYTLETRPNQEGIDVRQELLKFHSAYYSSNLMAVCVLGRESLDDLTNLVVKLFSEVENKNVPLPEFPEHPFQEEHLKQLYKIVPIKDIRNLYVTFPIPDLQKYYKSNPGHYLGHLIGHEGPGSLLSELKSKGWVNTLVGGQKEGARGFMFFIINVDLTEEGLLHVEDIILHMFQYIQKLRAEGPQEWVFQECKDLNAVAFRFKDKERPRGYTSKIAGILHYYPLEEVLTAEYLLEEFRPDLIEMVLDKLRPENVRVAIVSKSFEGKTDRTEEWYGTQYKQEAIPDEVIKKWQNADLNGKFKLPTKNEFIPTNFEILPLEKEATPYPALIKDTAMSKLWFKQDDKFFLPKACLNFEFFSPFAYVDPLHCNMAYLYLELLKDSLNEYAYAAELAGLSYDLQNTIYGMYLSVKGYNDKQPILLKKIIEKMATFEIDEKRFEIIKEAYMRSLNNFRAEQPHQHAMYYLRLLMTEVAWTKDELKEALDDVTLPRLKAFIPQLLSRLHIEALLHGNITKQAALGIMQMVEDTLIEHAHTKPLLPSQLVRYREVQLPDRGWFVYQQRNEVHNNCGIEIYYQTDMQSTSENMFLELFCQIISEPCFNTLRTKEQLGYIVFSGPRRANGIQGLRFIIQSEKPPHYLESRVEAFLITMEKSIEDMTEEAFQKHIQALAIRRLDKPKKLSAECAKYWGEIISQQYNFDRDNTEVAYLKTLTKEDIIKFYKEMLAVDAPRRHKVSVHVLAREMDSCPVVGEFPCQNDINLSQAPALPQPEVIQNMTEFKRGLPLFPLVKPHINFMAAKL
IDE act – activators of human insulin-degrading enzyme in cells; HEK cells, FAbeta-B cleavage, fluorescence polarization; 0% vehicle, 100% cell-free pure enzyme wells; activation, % at 5.96 µM; 0.073% of 340,000 active;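 active = activation above the mean of all tested compounds plus 3 SD, set per screening campaign, cut at about 17% in these data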
* = called active by the depositor.

SMILES	IDE cell inh	IDE act
CC(=O)NC(c1cc(F)c2cccnc2c1O)C1CC1 (stereo not drawn)	-6	4
Cc1ccc(C(=O)NNC(=O)c2n[nH]c(=O)c3ccccc23)cc1C	-3	-1
CC(C)(C)OC(=O)C[C@H]1C/C=C\C[C@H](CC(=O)N[C@H](CO)Cc2ccccc2)C(=O)N2CCC[C@H]2COC1=O	0	4
N[C@H]1C(O)O[C@H](CO)[C@@H](O)[C@@H]1O (stereo partly drawn)	0	2
Cc1ccc(CSCC(=O)Nc2cc(S(=O)(=O)N3CCOCC3)ccc2OC(C)C)cc1	0	4
Cc1cc(O)cc2c1O[C@@](C)(CCC[C@@H](C)CCC[C@@H](C)CCCC(C)C)CC2	4	6
CN(C)c1ccc(C(CNS(=O)(=O)c2ccc3ccccc3c2)N2CCOCC2)cc1 (stereo not drawn)	-2	4
CCCc1cc(=O)[nH]c2nnc(SCC(=O)Nc3nccs3)n12	6	3
Cc1cc(NC(=O)COC(=O)c2cc(S(=O)(=O)N(C)C)ccc2Cl)no1	-3	0
O=C(C[C@@H]1C/C=C\C[C@@H](Cc2ccc(F)cc2)C(=O)OCCNC1=O)NCCO	1	1
Cc1cc(Br)c(NC(=O)CSc2n[nH]c(N)n2)c(Br)c1	6	8
CC(C)CN(C(=O)CCCSc1nc2ccccc2[nH]1)c1c(N)n(Cc2ccccc2)c(=O)[nH]c1=O	-3	4
COc1ccc(CNC(=O)CN2CCN(S(=O)(=O)c3c(C)c(C)cc(C)c3C)CC2)cc1OC	-4	1
N#Cc1nc(NCC(F)F)nc(Nc2cc(F)cc(F)c2)n1	1	-6
O=C(CN1C(=O)NC2(CCCC2)C1=O)NCCN1C(=O)S/C(=C\c2ccccc2F)C1=O	-2	0
COC(=O)[C@]1(Cc2ccccc2)N[C@H](c2ccc(-c3ccc4c(c3)OCO4)cc2)[C@@H]2C(=O)N(C)C(=O)[C@@H]21	-1	0
O=C(Nc1sc2c(c1C(=O)NCC(O)CO)CCCC2)c1ccccc1 (stereo not drawn)	-3	5
CCc1c(C#N)c(=O)[nH]c(=O)n1-c1ccccc1	0	3
COc1cc(F)c(C2=CC(=O)C[C@H](c3ccc(Cl)cc3)C2)cc1F	2	2
O=S(=O)(Nc1c(O)ccc2ccccc12)c1cccc2ccccc12	5	0
O=C(CNC(=O)c1ccccc1F)NCC(c1cccs1)N1CCOCC1 (stereo not drawn)	-5	0
CCN(C(=O)COC(=O)c1ccc[nH]c1=O)c1cccc2ccccc12	-3	1
S=c1sc2ccccc2n1CCc1ccncc1	0	1
O=C(c1ccc(C(F)(F)F)cc1)N1CCN(c2ccc(N3CCOCC3)nn2)CC1	-3	-4
CC1(C)CC(=O)C=C(CN2C(=O)c3ccccc3C2=O)C1=O	-4	-1
CCCCN(C(=O)C1=COCCO1)c1c(N)n(CCCC)c(=O)[nH]c1=O	4	3
Nn1c(SCC(=O)Nc2ccc(N3CCOCC3)cc2)nnc1C1CC1	4	0
COc1ccc(S(=O)(=O)N2CCCC2CNC(=O)C(=O)Nc2cccc(F)c2)cc1 (stereo not drawn)	-2	-7
CCCn1c(SCC(=O)NCCCN2CCCC2=O)nc2ccccc2c1=O	-5	4
COc1ccc(C(=O)N2CCC(C(N)=O)CC2)cc1S(=O)(=O)N1CCCC1	-2	-4

Part of the list above, in markdown.
| Compound | IDE cell inh | IDE act |
| --- | --- | --- |
| CCc1c(C#N)c(=O)[nH]c(=O)n1-c1ccccc1 | 0 | 3 |
| COc1cc(F)c(C2=CC(=O)C[C@H](c3ccc(Cl)cc3)C2)cc1F | 2 | 2 |
| O=S(=O)(Nc1c(O)ccc2ccccc12)c1cccc2ccccc12 | 5 | 0 |
| O=C(CNC(=O)c1ccccc1F)NCC(c1cccs1)N1CCOCC1 (stereo not drawn) | -5 | 0 |
| CCN(C(=O)COC(=O)c1ccc[nH]c1=O)c1cccc2ccccc12 | -3 | 1 |
| S=c1sc2ccccc2n1CCc1ccncc1 | 0 | 1 |

The results go on.
SMILES	IDE cell inh	IDE act
CCN(C[C@H]1N[C@@](C)(C(=O)OC)[C@H]2C(=O)N(C)C(=O)[C@@H]12)C(=O)COc1ccccc1	3	6
COc1ccc(N2CCN(C(=O)CN3C(=O)NC4(CCCc5ccccc54)C3=O)CC2)cc1 (stereo not drawn)	-10	2
CCCNC(=O)c1ccc(N2CCC3(CC2)CC(c2cccc(Br)c2)=NO3)c(NC(=O)c2ccc(Cl)c([N+](=O)[O-])c2)c1	-2	4
Cc1cccc(NC(=O)CSCC(=O)Nc2sccc2C#N)c1	-1	3
O=C(Nc1ccccc1C(=O)NC1CC1)c1ccccc1	-1	-1
Cc1ccc(OC[C@H](O)[C@H](C)NC(C)C)c2c1CCC2	5	12
O=C(COc1coc(CN2CCc3ccccc3C2)cc1=O)Nc1ccccc1F	-1	1
Cc1cccc(OCC(=O)Nc2ccccc2N2CCCCC2)c1C	1	-3
Cc1cc(Br)ccc1NC(=O)CNC(=O)CNc1cccc([N+](=O)[O-])c1	-2	0
CCN(CC(=O)Nc1c(F)cccc1F)C(=O)Cn1[nH]c(=O)c2ccccc2c1=O	-3	2
Cc1cc(C)n2nc(C(=O)OCC(=O)N(C)C3CCCCC3)nc2n1	0	2
CCOc1ccc(C(C)NC(=O)CN2C(=O)NC3(CCCCC3)C2=O)cc1OCC (stereo not drawn)	-4	-1
COc1ccccc1C(CNC(=O)C(C)(C)Oc1ccc(Cl)cc1)N1CCCC1 (stereo not drawn)	-2	4
CN(CC(=O)Nc1ccc(F)c(F)c1F)C(=O)C1CCCCC1	1	-1
COc1ccc([C@H]2CC(=O)C=C(c3ccc(Oc4ccccc4)cc3)C2)cc1OC	9	-3
Cc1cc(C)c(NC(=O)CN(C)CC(=O)Nc2cccc(S(=O)(=O)N(C)c3ccccc3)c2)c(C)c1	-2	-1
CC(C)C(NC(=O)c1ccc(F)cc1)C(=O)N1CCOCC1 (stereo not drawn)	2	2
O=C(Cc1ccc(F)cc1)NCCS(=O)(=O)N1CCN(c2cccc(Cl)c2)CC1	-7	6
COc1ccc(C(=O)N/C(=C\c2ccccc2)C(=O)Nc2ccccc2C(=O)O)cc1	-5	2
O=C(Cc1cccs1)N1CCN(S(=O)(=O)c2cc(Cl)ccc2Cl)CC1	-2	4
CN1C(=O)c2oc3ccccc3c(=O)c2C1c1cccnc1 (stereo not drawn)	0	4
O=C(CCN1C(=O)C2CC=CCC2C1=O)Nc1cccc(S(=O)(=O)N2CCCCC2)c1 (stereo not drawn)	6	4
COc1ccccc1C(=O)CN1C(=O)NC2(CCc3ccccc32)C1=O (stereo not drawn)	3	-1
Cc1ccc(-n2nnnc2SCC(=O)NCC2(N3CCCCC3)CCCCC2)c(C)c1	-1	4
CCOc1ccc(S(=O)(=O)Nc2ccc(C(=O)N3CCC3)cc2)cc1	0	4
CCS(=O)(=O)N(CC(=O)Nc1cccc2ccccc12)c1ccc(OC)cc1	-3	3
COc1ccc(S(=O)(=O)Nc2cc3c4c(c2)CCN4C(=O)CC3)cc1	11	-3
CCOc1ccccc1OCCCC(=O)Nc1cc(S(=O)(=O)N2CCOCC2)ccc1OC	3	1
CCN(C(=O)COC(=O)c1ccc(O)cc1O)c1c(N)n(Cc2ccccc2)c(=O)[nH]c1=O	0	-1
O=C(NCc1ccc(F)cc1)c1cc(S(=O)(=O)N2CCCCC2)ccc1Cl	0	5

By substructure: the entries above with a thiophene ring, fused or not.
SMILES	IDE cell inh	IDE act
O=C(Nc1sc2c(c1C(=O)NCC(O)CO)CCCC2)c1ccccc1 (stereo not drawn)	-3	5
O=C(CNC(=O)c1ccccc1F)NCC(c1cccs1)N1CCOCC1 (stereo not drawn)	-5	0
Cc1cccc(NC(=O)CSCC(=O)Nc2sccc2C#N)c1	-1	3
O=C(Cc1cccs1)N1CCN(S(=O)(=O)c2cc(Cl)ccc2Cl)CC1	-2	4

(more compounds)
SMILES	IDE cell inh	IDE act
CN(C)Cc1c(C(C)(C)O)[nH]c2ccc(C(F)(F)F)cc12	-5	-2
CCc1ccc(N2CC(C(=O)OCC(=O)Nc3ccc([N+](=O)[O-])cc3)CC2=O)cc1 (stereo not drawn)	-2	2
CCCN(C(=O)c1ccc(N(C)S(=O)(=O)c2ccc(C)cc2)cc1)C1CCS(=O)(=O)C1 (stereo not drawn)	-2	5
O=C(CSC1=Nc2ccccc2C2CC=NN12)Nc1ccc(F)c(F)c1F (stereo not drawn)	0	5
C[C@H](CO)N1C[C@H](C)[C@@H](CN(C)S(C)(=O)=O)Oc2c(NC(=O)Nc3ccc(C(F)(F)F)cc3)cccc2C1=O	3	3
COc1ccc(NC(=O)CSCC(=O)N2CCN(c3cccc(C(F)(F)F)c3)CC2)cc1	4	2
O=C(Cn1cnc2ccccc2c1=O)NC1CCS(=O)(=O)C1 (stereo not drawn)	-6	0
C#CCOCCOCCOCCNc1nc(N2CCN(C(=O)[C@H](CCCCN)n3cc(CN)nn3)CC2)nc(N2CCN(C(=O)[C@H](CCCCN)n3cc(CN)nn3)CC2)n1	2	1
Cc1noc(C)c1-c1ccc2ncnc(NCC3CCCCN3C)c2c1 (stereo not drawn)	2	-4
O=C(OCc1nnc(-c2ccccc2)o1)C1CC(=O)N(CCc2ccccc2)C1 (stereo not drawn)	8	-2
CC1(C)Oc2ccc3ccc(=O)oc3c2[C@@H](O)[C@@H]1O	4	-3
CCc1noc(C)c1C(=O)NNC(=O)c1nn(CC)c(=O)c2ccccc12	-5	3
Cc1ccc(C)c(S(=O)(=O)N2CCCC2CNC(=O)C(=O)NCc2cccs2)c1 (stereo not drawn)	1	3
Cc1cc(C(=O)COC(=O)COc2ccc(C#N)cc2)c(C)n1C1CC1	2	0
COc1cccc(CN(C)C(=O)CN2C(=O)NC(c3ccccc3)(c3ccccc3)C2=O)c1	-2	4
CC(NC(=O)C1CCN(C(=O)Nc2ccccc2)CC1)c1ccc(Cl)cc1 (stereo not drawn)	-3	5
COc1ccc(C(=O)CN(CCC(=O)O)S(=O)(=O)c2ccc([N+](=O)[O-])cc2)cc1	0	-1
CN(CCOc1ccccc1)C(=O)c1ccc(F)c(S(=O)(=O)N2CCOCC2)c1	4	3
Cc1ccc(C)c(C(=O)OCC(=O)Nc2cccc(S(=O)(=O)N3CCCCC3)c2)c1	0	3
O=C(NCCC(=O)N1CCN(S(=O)(=O)c2ccccc2F)CC1)Nc1ccccc1	4	-1
COC(=O)C1CCN(S(=O)(=O)c2ccc(Br)s2)CC1	-2	2
O=C(c1ccc([N+](=O)[O-])o1)N1CCN(c2nc3c(Cl)cccc3s2)CC1	1	-2
COc1cc(CC(=O)OCC(=O)Nc2ccc(N(C)C)cc2)cc(OC)c1OC	3	1
Cc1ccccc1SCC(=O)NNC(=O)c1ccncc1	-5	2
O=C(O)c1ccccc1Nc1ccccc1	7	2
Cc1cc(S(=O)(=O)Nc2ccc(C(=O)N3CC(C)OC(C)C3)cc2)ccc1F (stereo not drawn)	-8	-2
COCCN(C(=O)CSc1ncccn1)c1c(N)n(Cc2ccccc2)c(=O)[nH]c1=O	-4	9
COc1cc2c(cc1OC)CN(C(=O)c1cc(C3CC3)nn1-c1ccccc1)CC2	0	3
Cc1nc2ccccc2c(C)c1CC(=O)N(C)CC(=O)Nc1cccc(F)c1	5	-1
COc1cc(CC(=O)OCC(=O)N2CCN(C(=O)c3ccco3)CC2)cc(OC)c1OC	-5	2
CCOc1ccc(C(=O)COC(=O)C2CCN(c3ccc(C(F)(F)F)cn3)CC2)cc1	3	-2
COC(=O)c1cc(NC(=O)COC(=O)CCc2nc3ccccc3c(=O)[nH]2)cc(C(=O)OC)c1	3	4
COc1ccc(S(=O)(=O)NCC(c2ccco2)N2CCc3ccccc32)cc1 (stereo not drawn)	-4	5
CSc1ccccc1NC(=O)CN(C)C(=O)c1c(C)nn(Cc2ccccc2)c1C	1	4
COc1ccc(CCN(C)C(=O)CN2C(=O)NC3(CCCCC3C)C2=O)cc1OC (stereo not drawn)	2	0
NC(=O)NC(=O)C(c1ccccc1)N1CCN(S(=O)(=O)Cc2ccccc2)CC1 (stereo not drawn)	2	2
CN(CC(=O)Nc1ccccc1Cl)C(=O)c1ccc(-c2cccc(C(F)(F)F)c2)o1	10	0
C=CCOCCn1[nH]c2ccccc2c1=O	2	0
Cc1ccc2nc(-c3cccc(SC4CCCCC4)c3)c(NCc3ccccc3)n2c1	3	9
Nc1ccc(C(=O)NCC(=O)O)cc1	1	8
Cc1nc2ccc(NS(=O)(=O)c3ccc(F)c(F)c3)cc2s1	0	1
O=C(CCNC(=O)c1ccc([N+](=O)[O-])cc1)Nc1cccc(S(=O)(=O)N2CCCCCC2)c1	1	1
COc1ccc(CCN(C)C(=O)c2ccc3c(=O)n4c(nc3c2)CCCCC4)cc1OC	1	1
Cc1cc(C(=O)COC(=O)C2=COCCO2)c(C)n1-c1cccc(F)c1	-8	8
CCOc1ccccc1C(=O)OCC(=O)NCc1ccc2c(c1)OCO2	0	2
CCN(CC(=O)Nc1c(F)cccc1F)C(=O)CCN1C(=O)C2CCCCC2C1=O (stereo not drawn)	2	0
Cc1ccn2c(=O)nc(SCC(=O)c3ccc(Cl)cc3)nc2c1	-1	5
COc1ccc(NC(=O)CSc2nnc(N)s2)cc1S(=O)(=O)N1CCCCC1	4	1
COC(=O)C1CCN(C(=O)COC(=O)c2cc([N+](=O)[O-])ccc2N2CCOCC2)CC1	-2	-1
CC1CCC2(CC1)NC(=O)N(CC(=O)N1CCOCC1)C2=O (stereo not drawn)	6	5
O=C(C[C@@H]1C/C=C/CC[C@H](Cc2ccc(F)cc2)C(=O)O[C@H](c2ccccc2)CNC1=O)NCCO	-4	3
COc1cccc(NC(=O)COC(=O)C2CC2)c1	-6	1

Some of the compounds tested; rates above refer to the full screens.
